TexasRed fluor – Total Fluorescence Counterscreen for Inhibitors of the Interaction of Thyroid Hormone Receptor and Steroid Receptor Coregulator 2. TRb/SRC2 Texas Red total fluorescence interference. Potency, µM (doses to about 106 µM), for inactives: at the highest dose fluorescence change, negative = quenching. actives 0.29% (n = 280,000). AID 1479, 2009; active means well fitted curve in either direction with a large enough effect; inconclusive means small, poorly fitted or top-dose-only effect; further: on the % scale 0 is the no-effect control and ±100 the full control effect
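Flags fluorescent or light-absorbing compounds by total fluorescence, S + 2P, at 555 nm excitation and 632 nm emission. Mixture: 20 nM Texas Red SRC2 peptide, 0.6 uM human TRb LBD, 1 uM T3, 5% DMSO; compound exposure 5 h at ambient temperature.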
L3MBTL1 block – qHTS Assay for the Inhibitors of L3MBTL1; actives 0.66% (n = 230,000); AlphaScreen L3MBTL1–H3K9me1 peptide binding; Potency, µM (highest dose often 57.1 µM), inactives show at the top dose activity, negative = inhibition, most hits filed as inhibitors; Lethal(3)malignant brain tumor-like protein 1 (Homo sapiens), Q9Y468; further: on the % scale 0 is the no-effect control and ±100 the full control effect; nearly all actives have a fitted effect of over 60% in size
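L3MBTL1 (50 nM) pre-complexed 30 min with biotinylated H3(1-15)K9me1 peptide (75 nM), then compounds added for 30 min at room temperature; AlphaScreen streptavidin donor/nickel chelate acceptor beads (10 ug/mL final) read after 30 min dark incubation.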
HTT ATP protect – qHTS Multiplex Assay to Identify Dual Action Probes in a Cell Model of Huntington: Cytoprotection (ATP). Potency, µM (top dose mostly 56.4 µM), for the others: cytoprotection (ATP increase), usual class: activators. AID 1471, 2008. PC12 HTT-Q103 induced, cytoprotection, ATP luminescence, 40 h. actives 0.14% (n = 230,000);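 further: % of control where 0% means no effect; nearly all actives have a fitted effect of over 45% in size; toxic huntingtin expression switched on by the ecdysone agonist tebufenozide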
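PC12 cells with ecdysone-inducible HTT exon 1 Q103-GFP, induced with 100 nM tebufenozide and co-treated with library compounds in a dose series (1536-well, 1500 cells/well). Cytoprotection read as ATP content by ATPlite luminescence.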
RECQ1 inh – qHTS Assay for Inhibitors of RecQ-Like Dna Helicase 1 (RECQ1). ATP-dependent DNA helicase Q1 (Homo sapiens), P46063. RECQ1 DNA unwinding, red fluorescence kinetic read. Potency, µM (top dose mostly 57.3 µM), for the others: at the highest dose activity, negative = inhibition, usual class: inhibitors. actives 0.54% (n = 240,000);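 further: plate controls were vehicle for no effect and no enzyme for full effect; nearly all actives have a fitted effect of over 30% in size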
Target sequence (P46063 whole entry, looked up): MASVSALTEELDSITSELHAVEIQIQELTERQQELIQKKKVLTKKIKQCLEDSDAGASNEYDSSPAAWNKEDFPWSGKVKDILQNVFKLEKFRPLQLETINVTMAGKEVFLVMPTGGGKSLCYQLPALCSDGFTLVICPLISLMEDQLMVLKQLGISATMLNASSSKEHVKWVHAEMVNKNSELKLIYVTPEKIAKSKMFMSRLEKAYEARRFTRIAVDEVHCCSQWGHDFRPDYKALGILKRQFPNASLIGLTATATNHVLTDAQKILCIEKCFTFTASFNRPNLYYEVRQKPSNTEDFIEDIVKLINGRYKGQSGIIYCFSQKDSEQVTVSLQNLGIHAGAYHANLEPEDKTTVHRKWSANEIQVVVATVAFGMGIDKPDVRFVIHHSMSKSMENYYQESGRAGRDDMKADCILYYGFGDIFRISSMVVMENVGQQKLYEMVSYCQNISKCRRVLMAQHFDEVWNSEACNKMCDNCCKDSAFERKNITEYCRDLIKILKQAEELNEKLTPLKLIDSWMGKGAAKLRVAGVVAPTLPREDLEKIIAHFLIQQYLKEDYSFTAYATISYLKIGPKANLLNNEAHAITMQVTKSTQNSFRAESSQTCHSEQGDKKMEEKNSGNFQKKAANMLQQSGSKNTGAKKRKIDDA
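50 nM RECQ1T1 preincubated 15 min with compound in Tris pH 8.0 buffer with MgCl2, DTT, Tween-20 and 2.5 ug/ml poly(dI-dC); started with 200 nM TAMRA/BHQ-2 forked duplex and 2 mM ATP. Unwinding read as fluorescence (525/598 nm), two reads 2 h apart.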
TRb SRC2 PPI – qHTS for Inhibitors of the Interaction of Thyroid Hormone Receptor and Steroid Receptor Coregulator 2. TRbeta-SRC2 peptide binding, fluorescence polarization; receptor liganded with 1 µM T3. actives 0.065% (n = 280,000). AID 1469, 2008. Potency, µM (highest dose often 106 µM), for the others: at the top dose activity change, negative = inhibition, hits mostly inhibitors;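 further: plate controls were bound peptide for no effect and peptide without receptor for full effect; nearly all actives have a fitted effect of over 50% in size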
Target sequence (P10828 whole entry, looked up): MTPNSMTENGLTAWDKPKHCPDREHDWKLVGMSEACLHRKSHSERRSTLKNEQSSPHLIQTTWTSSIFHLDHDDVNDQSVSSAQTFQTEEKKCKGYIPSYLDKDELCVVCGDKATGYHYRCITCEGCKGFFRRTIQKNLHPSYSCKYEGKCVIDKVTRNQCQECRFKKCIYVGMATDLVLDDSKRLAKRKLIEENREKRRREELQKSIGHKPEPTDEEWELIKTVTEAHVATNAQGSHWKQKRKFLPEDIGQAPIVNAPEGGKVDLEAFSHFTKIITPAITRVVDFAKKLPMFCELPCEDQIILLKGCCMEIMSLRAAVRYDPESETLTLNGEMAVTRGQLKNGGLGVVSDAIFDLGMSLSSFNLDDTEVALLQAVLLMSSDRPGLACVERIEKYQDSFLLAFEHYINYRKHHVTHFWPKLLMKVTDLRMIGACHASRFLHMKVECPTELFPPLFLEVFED
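A fluorescence polarization screen tested compounds at multiple concentrations against complex formation between 0.6 uM TRb ligand-binding domain and 20 nM Texas Red SRC2 peptide, with 1 uM T3 present; readout after 5 hr.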
Tau ThT inhib – qHTS for Inhibitors of Tau Fibril Formation, Thioflavin T Binding; Microtubule-associated protein tau (Homo sapiens), P10636; recombinant tau K18 P301L, heparin-induced fibrillization, ThT fluorescence; Potency, µM (doses to about 57.4 µM), for inactives: at the top dose activity, negative = inhibition, usual class: inhibitors; actives 2.1% (n = 270,000); AID 1460, 2008; further: on the % scale 0 is the no-effect control and ±100 the full control effect; nearly all actives have a fitted effect of over 55% in size
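ThT emission at 510 nm, taken 1 hr after adding 30 uM dye, quantifies aggregates formed when 20 uM heparin acts on human tau K18 P301L for 6 hr at 37 C.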
Tau fluor cs – Counterscreen qHTS for Inhibitors of Tau Fibril Formation, Fluorescence Polarization; tau K18 P301L Alexa594 fluorescence, heparin fibrillization; Potency, µM (doses to about 57.7 µM), for the others: at the top dose activity change, negative = decrease; actives 0.93% (n = 280,000); AID 1463, 2008; further: on the % scale 0 is the no-effect control and ±100 the full control effect; nearly all actives have a fitted effect of over 55% in size
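Human tau K18 P301L (15 uM unlabeled, 0.24 uM Alexa 594-labeled) in 100 mM sodium acetate pH 7 with 20 uM heparin, 6 hr at 37 C. ThT 30 uM added, 1 hr ambient; Alexa 594 FP and total fluorescence read at 555/632 nm.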
Tau fibril FP – qHTS for Inhibitors of Tau Fibril Formation, Fluorescence Polarization | Microtubule-associated protein tau (Homo sapiens), P10636 | K18 P301L tau heparin fibrillization, Alexa594 FP, 6 h | Potency, µM (highest dose often 57.7 µM), for the others: top-dose activity, negative = inhibition, actives largely listed as inhibitors | actives 0.39% (n = 280,000) | AID 1468, 2008; further: on the % scale 0 is the no-effect control and ±100 the full control effect; nearly all actives have a fitted effect of over 55% in size
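Human K18 P301L fragment (15 uM unlabeled plus 0.24 uM Alexa 594-labeled) in 100 mM sodium acetate pH 7 with compound, aggregation induced by 20 uM heparin for 6 hr at 37 C. ThT (30 uM) added for 1 hr, then Alexa 594 FP read.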
* = called active by the depositor; i = inactive; ? = inconclusive; nt = no result given; & = joins results of further samples; [ ] = remark or other dose. Unless noted, the call rests on the fitted dose curve; in most records, active means well fitted curve in the direction sought with a large enough effect; inconclusive means small, poorly fitted or top-dose-only effect, or another doubt; inactive means no such curve, though single readings can be large; an effect the other way counts as inactive or inconclusive. Potency means the concentration at half of the fitted maximal effect.

SMILES | TexasRed fluor | L3MBTL1 block | HTT ATP protect | RECQ1 inh | TRb SRC2 PPI | Tau ThT inhib | Tau fluor cs | Tau fibril FP
N#Cc1cnn(CC2CCCCC2)c1N | -1% | -3% | -32% | -1% | 5% | 12% | 14% | 7%
C#CC[N+](C)(C)CCCCCCCCCC | -4% | 15% | -7%[10 µM] | -2% | -20% | -1% | -3% | -5%
O=C(CSc1ncccn1)Nn1cnnc1 | 0% | 16% | 3% | -3% | -10% | -7% | -6% | -13%
COc1ccc(C2(C#N)CCC(=O)N2c2ccccc2)cc1 (centres undefined) | 1% | nt | 12%[10 µM] | 2% | 10% | nt | -1% | 2%
O=[N+]([O-])c1ccc2oc(C3CCCCC3)nc2c1 | 0% | -4% | 5%[10 µM] | i | 4% | -13% | -17% | 1%
CCn1c(SCc2nc3ccccc3c(=O)[nH]2)nc2ccccc21 | 2% | 24% | -32%[inhibitor] | -2% | -2% | ? | -19% | -3%
COc1ccc(CCNC(=O)C(=O)NCC(c2ccco2)S(=O)(=O)c2ccccc2)cc1 (centres undefined) | 0% | nt | nt | nt | -13% | -4% | 3% | -15%
CC1CC2OC(=O)C3(C)CCCC(C)(C23)C1(O)CCc1ccoc1 (centres undefined) | 0% | -3% | 23%[10 µM] | -4% | 1% | -11% | -13% | 2%
COc1cc(NC(=O)CN2CCN(CC(=O)Nc3ccc(F)cc3)CC2)cc(OC)c1 | -15% | nt | nt | nt | 7% | 4% | -2% | -2%
Cc1ccccc1C(=O)Nc1nnc(-c2cccnc2)o1 | -1% | nt | -27% | i | -1% | 0% | -2% | -7%
C/C(=N\Nc1ccc([N+](=O)[O-])cc1)c1cccc(N)c1 | -7% | -6% | -32% | -6% | -9% | 3.5µM* | 16µM*[quencher] | ?
CC(C)CC1NC(=O)N(CC(=O)N2c3ccccc3NC(=O)C2(C)C)C1=O (centres undefined) | -1% | nt | 11% | -3% | -7% | -3% | -5% | -4%
O=C(CN1CCCC1)NCC(=O)Nc1ccc(F)cc1 | 2% | nt | -20% | i | 1% | 3% | 8% | 7%
CC(C)CO/N=C1/C[C@@H](O)[C@@H](O)[C@@H]2[C@H]3C(=O)N(c4ccc(F)cc4F)C(=O)[C@@H]3CC[C@@H]12 | 3%[11.2 µM] | nt | 2%[10 µM] | i[11.5 µM] | -1%[11.2 µM] | -7%[11.5 µM] | -8%[11.6 µM] | -11%[11.6 µM]
N#Cc1c(NC(=O)CSc2ncc(-c3ccccc3)n2CC2CCCO2)sc2c1CCCC2 (centres undefined) | 1% | -3% | -19% | i | -15% | -6% | -13% | 9%
Cc1cccc(OCC(=O)N/N=C/c2ccc(N(C)C)cc2)c1 | -6% | -5% | nt | 6% | 1% | 3.5µM* | -29% | 7%
Cc1ccc(C)c(SCC(=O)NCc2ccco2)c1 | 2% | -8% | 3% | -4% | 10% | -10% | -8% | 2%
Cc1ccc(/C(N)=N/OC(=O)CCC2CCCCC2)cc1 | -6% | 10% | -11% | -22% | 4% | 0% | -2% | -2%
CC(=O)c1ccc(N2CCC(C)CC2)c(F)c1 | 0% | 25% | -17% | i | 8% | 0% | -2% | 3%
O=C(N/N=C/c1ccccc1)c1[nH]c2ccc(Br)cc2c1-c1ccccc1 | 0% | 0% | -60%[inhibitor][10 µM] | i | -4% | -5% | ? | -9%
CCC12CC3CC(C1)CC(C(=O)Nc1nn[nH]n1)(C3)C2 | -5% | -5% | 2%[0.074 µM] | i | -6% | 1% | 2% | -8%
CC(=O)n1cc(N(C(=O)CCl)c2ccc([N+](=O)[O-])cc2)c2ccccc21 | -2% | -8% | 7%[10 µM] | -9% | -8% | 28µM* | ? | -7%
Cc1cc(C(=O)Nc2ccc(N3CCOCC3)cc2)c2ccccc2n1 | -6% | -4% | -16% | i | -4% | ? | -20% | 4%
Cc1c(NC(=O)c2cccc(S(=O)(=O)N3CCOCC3)c2)c(=O)n(-c2ccccc2)n1C | -1% | -4% | -5%[10 µM] | -3% | -6% | 3% | 4% | -2%
CCOC(=O)c1sc(NC(=O)c2ccc(S(=O)(=O)N(CC)CC)cc2)nc1C | -3% | nt | 13% | i | -6% | 6% | -7% | -6%

Complete entries as entered above. Screens in order: TexasRed fluor, L3MBTL1 block, HTT ATP protect, RECQ1 inh, TRb SRC2 PPI, Tau ThT inhib, Tau fluor cs, Tau fibril FP
Listed for `C#CC[N+](C)(C)CCCCCCCCCC` → -4%, 15%, -7%[10 µM], -2%, -20%, -1%, -3%, -5%
Listed for `CC(=O)c1ccc(N2CCC(C)CC2)c(F)c1` → 0%, 25%, -17%, i, 8%, 0%, -2%, 3%
Listed for `O=C(CSc1ncccn1)Nn1cnnc1` → 0%, 16%, 3%, -3%, -10%, -7%, -6%, -13%

Next structures:
SMILES | TexasRed fluor | L3MBTL1 block | HTT ATP protect | RECQ1 inh | TRb SRC2 PPI | Tau ThT inhib | Tau fluor cs | Tau fibril FP
CC1CCC(C(C)C)C(OC(=O)COC(=O)c2cccn2C)C1 (centres undefined) | -1% | 4% | 3% | -5% | -9% | ? | -18% | 0%
COc1ccc2nc(C)cc(SCC(=O)NNC(=O)COc3ccc(C)cc3)c2c1 | -3% | -6% | 1% | -11% | -15% | -8% | -4% | -10%
Clc1ccc(N/N=C/c2cccs2)nn1 | -3% | nt | -35%[inhibitor] | -1% | 5% | ? | ? | 6%
Cc1ccc(OCC(=O)O)c(-n2nc3ccccc3n2)c1 | 0% | 2% | 1% | i | -5% | -6% | -1% | -3%
CCOC(=O)N1CCN(Cc2cccs2)CC1 | -3% | nt | -7% | 0% | 1% | -8% | 6% | 6%
COc1ccccc1-n1c(SCC(=O)NC(C)(C)C)nnc1-c1ccco1 | 0% | -5% | 10%[10 µM] | 0% | -5% | -16% | -6% | -9%
CCOc1ccc(NC(=O)Nc2c[nH]c(=O)[nH]c2=O)cc1 | 0% | nt | nt | nt | 1% | ? | -22% | 6%
CC1(C)CC(=O)C(N=Nc2cc(C(F)(F)F)ccc2Cl)=C(O)C1 | -2% | -10% | 13%[10 µM] | 1% | 7% | -17% | -17% | 3%
C/C(=N\NC=O)c1ccncc1 | -1% | ? | -48%[inhibitor][10 µM] | -3% | -8% | 1% | 0% | 0%
O=C(Nc1ccc2oc(-c3ccc4ccccc4c3)nc2c1)c1cccs1 | -2% | nt | -32% | 13% | -1% | ? | -28% | ?
O=S(=O)(Nc1ccc2c(c1)oc1ccccc12)N1CCCC1 | -1% | -3% | -23% | -5% | 7% | -5% | ? | ?
Cc1ccc(NC(=O)C2CCCN(c3nnc(C)c4c(C)n(-c5ccccc5)nc34)C2)c(Cl)c1 (centres undefined) | 0% | nt | nt | nt | -2% | -12% | 1% | -8%
CC(O)c1nc2ccc(C(=O)O)cc2[nH]1 (centres undefined) | -3% | nt | 5%[10 µM] | -13% | -1% | nt | -15% | 1%
O=C1c2ccccc2C(=O)N1CN(C(=O)c1ccccc1)c1ccc(O)cc1 | -1% | nt | -31%[inhibitor] | -1% | -4% | -1% | -8% | -15%
Cc1cccc(C)c1NC(=O)C(NC=O)c1ccccc1Cl (centres undefined) | -3% | -5% | -5% | i | -5% | -2% | 4% | 3%
COc1ccc(/C(O)=C2/C(=O)C(=O)N(CC3CCCO3)C2c2cccc(O)c2)cc1 (centres undefined) | 2% | 0% | -2% | -2% | 6% | -2% | 1% | -2%
CCN1CCC(N(Cc2ccc3c(c2)OCO3)C(=O)Nc2ccccc2OC)CC1 | 8% | nt | nt | nt | 2% | -3% | -2% | -5%
COc1ccc(OC)c(/C=N/NC(=O)c2csc3ccccc23)c1 | -2% | 7% | -25% | -13% | -1% | ? | -29% | -2%
COc1cccc(C(=O)N2CCCC(CCC(=O)NCc3ccc(F)c(F)c3)C2)c1 (centres undefined) | 3% | -1% | nt | i | 2% | -4% | 1% | 4%
CCOCC(=O)Nc1cc(S(=O)(=O)N2CCOCC2)ccc1N1CCCCC1 | -4% | nt | 11%[10 µM] | i | 5% | ? | ? | -14%
CCN1CCN(CCNC(=O)CCCCCn2c(=O)[nH]c3cc(C(=O)OC)ccc3c2=O)CC1 | 2% | -3% | -33% | i | -5% | -10% | -8% | -5%
CC(=O)Nc1nc(C)c(-c2csc(Nc3ccccn3)n2)s1 | -7%&-9% | -10%&-22% | -34%[10 µM] | 1%&-12% | 1%&5% | ? | ? | ?
Cn1nc(C(C)(C)C)c([N+](=O)[O-])c1C(=O)Nc1ccc(Br)cc1 | -3% | -10% | 11%[10 µM] | -12% | 9% | -8% | -21% | -2%
O=C1c2cccnc2C(Nc2ccc(S(=O)(=O)N3CCCCCC3)cc2)N1Cc1ccccc1 (centres undefined) | 3% | -1% | -35% | -4% | -9% | 1% | -12% | -3%

A different layout for part of the listing above.
SMILES,TexasRed fluor,L3MBTL1 block,HTT ATP protect,RECQ1 inh,TRb SRC2 PPI,Tau ThT inhib,Tau fluor cs,Tau fibril FP
COc1cccc(C(=O)N2CCCC(CCC(=O)NCc3ccc(F)c(F)c3)C2)c1 (centres undefined),3%,-1%,nt,i,2%,-4%,1%,4%
C/C(=N\NC=O)c1ccncc1,-1%,?,-48%[inhibitor][10 µM],-3%,-8%,1%,0%,0%

Some of the compounds tested; the hit share may differ from the screen's.
